Hsp70 displacement – Hsp70 inhibitors, probe displacement, primary screen, biochemical, fluorescence polarization (AID 583) | 140,000 tested, 0.06% active | displacement, % at 20 µM; hits with a dose series show IC50 in µM | Hsp70 fluorescence polarization probe displacement, mP; higher % means a stronger effect; in the data active = displacement above about 50%;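 also: plate controls were vehicle for no effect and reference ligand for full effect; a part of the inactive calls stands beside numbers as strong as those of hits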
MKP-3 inhibition – MKP-3 phosphatase inhibitors, primary screen, biochemical, rat enzyme, in vitro (AID 425). recombinant MKP-3 phosphatase activity, fluorescence; higher % means a stronger effect. one-dose inhibition, % at 20 µM; IC50 in µM for titrated hits. 110,000 tested, 0.17% active; in the data active = inhibition above about 50%;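 also: plate controls were vehicle for no effect and reference inhibitor for full effect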
The depositor's hits bear a star; · = no result given; & = joins results of further samples. The list is partial. The share of hits here may be higher or lower than overall.

A first look, 2 compounds:
SMILES | Hsp70 displacement | MKP-3 inhibition
O=C1CC(S(=O)(=O)O)c2ccccc2/C1=N/O (configuration not stated) | -3.3% | 5%
COCCN(CCOC)C(=O)c1sc2nc(-c3ccccc3)cn2c1C | 7.3% | -1%

Main list (from the top)
SMILES | Hsp70 displacement | MKP-3 inhibition
O=C1CC(S(=O)(=O)O)c2ccccc2/C1=N/O (configuration not stated) | -3.3% | 5%
COCCN(CCOC)C(=O)c1sc2nc(-c3ccccc3)cn2c1C | 7.3% | -1%
C=CCn1c(-c2cccc(Cl)c2)n[nH]c1=S | 8.8%&-4.9% | -10%&2%
CCOC(=O)c1[nH]c(C)c(C(C)=O)c1C | 1.5% | 0%
COc1ccc(NC(=O)C2CCCN(S(=O)(=O)c3c(C)n[nH]c3C)C2)c(OC)c1 (configuration not stated) | 3.3% | 5%
CCSc1nnc(Cn2c(=O)sc3ccccc32)n1-c1ccc(OC)cc1 | 42% | -2%
COCCc1nnc(NC(=O)Cc2ccccc2)s1 | 1.5%&1.6% | -12%&-1%
Cc1cc(C)c(NC(=O)C2CCCN2CCC(C)C)c(C)c1 (configuration not stated) | -7.2% | ·
COc1cccc(C(=O)N2CCN(C(=O)c3cccs3)CC2)c1 | 0.4% | 0%
Cc1cn(COC/C=C/c2ccccc2)c(=O)[nH]c1=O | -0.8% | 6%
CCOC(=O)C(=CNc1cc(Cl)ccc1OC)C(=O)OCC | 2.3% | -2%
COC(=O)[C@H](CCSC)NC(=O)NCc1ccccc1F | -1.6% | ·
CCC(C)NC(=O)CC(NS(=O)(=O)c1ccc(Cl)cc1)c1ccco1 (configuration not stated) | -2.7% | -2%
COc1cc(C(=O)O/N=C(/c2ccncc2)c2ccc([N+](=O)[O-])cc2)cc(OC)c1OC | -3.2% | 2%
COC(=O)C1=C(O)/C(=C\c2ccc([N+](=O)[O-])cc2)N=C1C | -6.0% | 3%
COC(=O)C[N+]1=Cc2cc(OC)c(OC)cc2CC1(C)C | -1.1% | 0%
Cc1ccc(NC(=O)CN(c2cccc([N+](=O)[O-])c2)S(=O)(=O)c2ccccc2)cc1Cl | 5.5% | 2%
Cc1ccc(S(=O)(=O)C2(C(=O)N3CCCC(C)C3)CC2)cc1 (configuration not stated) | 2.2% | -5%
COC(=O)c1ccc(NC(=O)CCn2cccc2)cc1 | -0.4% | -1%
NC(=O)c1cccc(N2C(=O)C=CC2=O)c1 | -2.8% | 1%
COc1ccc(-c2nnc(-c3sc4cc(C)ccc4c3Cl)o2)cc1 | -1.2% | 2%
Cc1cc(C)nc(/N=C2\NC(=O)CC(C(=O)O)N2CCc2c[nH]c3ccccc23)n1 (configuration not stated) | -1.8% | -8%
CC(C)(C)c1cc(C(F)(F)F)nc(NC(=O)NS(=O)(=O)c2ccccc2Cl)n1 | 0.4% | 3%
CCC(C)NS(=O)(=O)c1ccc(S(=O)(=O)N(CC(=O)Nc2ccccc2)CC2CCCO2)cc1 (configuration not stated) | 0.0% | ·
COc1cc(NC(=O)CCn2c(=O)[nH]c3ccsc3c2=O)cc(OC)c1 | 1.5% | -1%
COC(=O)[C@H](Cc1ccccc1)NC(=O)NCCC1=CCCCC1 | 0.0% | ·
O=C(NCCN1CCOCC1)c1cnn2c(C(F)(F)F)cc(-c3ccco3)nc12 | 2.6% | 3%
CCN(CC)c1ccc(NC(=O)c2cccc(F)c2)c(C)c1 | -0.4% | ·
Cc1ccc(NC(=O)C2CC2(c2ccccc2)c2ccccc2)c(C)c1 (configuration not stated) | 3.8% | 0%
CC1C2C(c3ccccc3)N(C)C(=O)N(C)C2N(C)C(=O)N1C (configuration not stated) | 23% | 1%
COc1ccc(C(O)(C(=O)Nc2ccccn2)c2ccc(OC)cc2)cc1 | 3.0% | 0%
CC(=O)c1ccc2c(c1)c1ccccc1n2C | 3.1% | 3%
CCOC(=O)c1ccc(N2C(=O)c3cccc4c(C(=O)O)ccc(c34)C2=O)cc1 | 0.0% | 2%
CC1(c2ccccc2)CC2CC(c3ccccc3)N1O2 (configuration not stated) | 2.6% | ·
CC(=O)c1cnc2c(-c3ccc(Cl)cc3)c(C)nn2c1C | 2.0% | ·
O=C(CSCc1cccs1)N1CCCC1 | -1.1% | 1%
C=CCn1cnc2c(c1=O)c1nc3ccccc3nc1n2/N=C/c1cccc(OC)c1 | -2.3% | -6%
CC1CCN(C(=O)C2CCN(S(=O)(=O)c3cccnc3)CC2)CC1 | -1.4% | ·
COc1cc(C=Nc2ccc(Nc3ccccc3)cc2)cc([N+](=O)[O-])c1O | -0.7% | 1%
Cc1cccnc1Nc1nc(-c2ccc(O)c(O)c2)cs1 | 8.1% | ·
C=CCn1c2ccccc2c2nnc(SCC(=O)O)nc21 | 2.5% | 0%
CCOC(=O)C1=C(C)N=c2s/c(=C\c3ccc(N4CCOCC4)o3)c(=O)n2C1c1ccc(F)cc1 (configuration not stated) | -13% | 2%
O=C(c1ccc(Cl)cc1Cl)N1CCN(c2nc3ccc([N+](=O)[O-])cc3s2)CC1 | -5.0% | 7%
CCc1cccc(CC)c1NC(=O)c1cccc(OC)c1 | 1.7% | 1%
CC(C)C(c1nnnn1Cc1ccco1)N1CCC(C(N)=O)CC1 (configuration not stated) | 1.7% | ·
CCOC(=O)c1c(NC(=O)c2ccc([N+](=O)[O-])cc2)sc2c1CCC2 | 0.3% | 0%
O=C(NCc1ccc2c(c1)OCO2)c1cccc(F)c1 | 4.2%&-4.9% | -11%&1%
Cc1cccc(C(=O)N2N=C(c3ccc(Cl)cc3)CC2(O)C(F)(F)F)c1O (configuration not stated) | 2.1% | -3%
Cc1cc(C)n2nc(S(=O)(=O)NC3CCCCC3)nc2n1 | -7.0% | -4%
O=C(c1cc(S(=O)(=O)N2CCCCC2)ccc1F)N1CCCCC1 | 5.7% | 6%
COc1ccc(NC(=O)c2nnn(Cc3ccc(SC)cc3)c2N)c(OC)c1 | 6.1% | 2%
Cc1ccc(C(=O)/C=C2\NCCNC2=O)cc1 | -1.8% | ·
COC(=O)C(C(=O)OC)=C(/C=C/N(C)C)N(C)C | -0.3% | -9%
CCCCc1nnc(NC(=O)CS(=O)(=O)Cc2ccccc2)s1 | -0.4% | ·
COc1cccc(OC)c1C(=O)Nc1ccc2ccccc2c1 | -3.9% | 0%
COC(=O)COc1ccc2c(=O)c(Oc3ccccc3)c(C)oc2c1 | -0.4% | -10%
CCOc1nc(NC(C)C)nc(NC(C)C)n1 | -3.0% | ·
COc1ccc(C2C(C#N)=C(N)Oc3c2oc(CO)cc3=O)c(OC)c1OC (configuration not stated) | 5.8% | -13%
CCCC(=O)Nc1ccc(N2CCN(C(=O)c3cccs3)CC2)cc1 | 3.3% | -2%
COCCCn1c(=N)c(C(=O)NCc2ccc3c(c2)OCO3)cc2c(=O)n3cccc(C)c3nc21 | 5.1% | -9%
Remaining list, next part
SMILES | Hsp70 displacement | MKP-3 inhibition
CSc1ccc(S(=O)(=O)N(CC(=O)N2CCN(c3ccccc3)CC2)c2ccc(C)cc2)cc1 | -0.5% | 2%
COc1ccccc1CC(=O)Nc1ccc(O)cc1C(=O)O | 7.1% | -2%
O=C(CSc1ccccc1C(=O)O)NC1CCCCCCC1 | -8.7% | ·
CS(=O)(=O)N(Cc1ccc(C(=O)Nc2cccc(C(F)(F)F)c2)cc1)c1cccc(Cl)c1 | -3.1% | 1%
O=C(CCNc1ccc(F)cc1)c1cccc([N+](=O)[O-])c1 | -2.8% | 1%
CC(C)(C)c1ccc(S(=O)(=O)Nc2cc(C(N)=O)c(Cl)cc2Cl)cc1 | 3.8% | 0%
O=C(CSc1ncnc2c1nnn2-c1ccc(F)cc1)NCC1CCCO1 (configuration not stated) | -0.4% | 7%
COc1ccccc1CNC(=O)CSc1nc(N)c(C#N)c(-c2cccs2)c1C#N | 10% | ·
CCCc1cc(N2CCCC(C(=O)NCc3ccc4c(c3)OCO4)C2)n2ncnc2n1 (configuration not stated) | 3.6% | 2%
CN(C(=O)c1cccc(Nc2ccc(-c3ccc4c(c3)OCCO4)nn2)c1)C1CCCCC1 | -1.6% | ·
O=C(Nc1ccc2oc(-c3cccc(Cl)c3Cl)nc2c1)c1ccc([N+](=O)[O-])cc1 | 0.4% | 0%
CCC1(C)NC(=S)N(c2nc(-c3ccccc3)cs2)N1 (configuration not stated) | -3.0% | 4%
Cc1ccc(-c2csc(NC(=O)CC(C)C)n2)c(C)c1 | 0.4% | 2%
CCCCCc1c(C)nc(NCc2ccccc2)[nH]c1=O | 2.8% | -10%
CCCc1nnc(NC(=O)c2c(O)c3cccc4c3n(c2=O)CCC4)s1 | -4.3% | 1%
COc1ccc(-c2cc(C(F)(F)F)n3ncc(C(=O)NC(C)C)c3n2)cc1 | 0.7% | 4%
N#Cc1c(SCc2ccccc2)sc(C(=O)c2ccccc2)c1N | 2.5% | ·
CCOC(=O)CNC(=O)c1ccc(C#Cc2ccccc2)cc1 | 0.2% | 2%
O=C(NC1CC1)c1ccc(CS(=O)(=O)c2c(Cl)cccc2Cl)o1 | 2.3% | 9%
O=C1CC(c2ccco2)CC(O)=C1C=Nc1cc(Cl)ccc1O (configuration not stated) | 0.6% | -1%
O=C(Nc1ccc(-n2cnnn2)cc1)C1CCC1 | 1.0% | 3%
Cc1ccc(C#N)c(SCC(N)=O)n1 | 5.4% | 0%
CCCCOC(=O)C1=C(C)Nc2ncnn2C1c1cccc(OC)c1 (configuration not stated) | 0.5% | 0%
CCOc1cc(CNc2ncc(-c3ccc(OC)cc3)n2C)ccc1O | 1.0% | -1%
COc1cc2c(cc1NC(=O)c1ccccc1I)oc1ccccc12 | -3.3% | -2%
Cc1ccc(SCCC(=O)N(C)C)cc1 | 6.1% | -2%
Cc1cc(NC(c2ccc(Cl)cc2)c2ccc3cccnc3c2O)no1 (configuration not stated) | 4.5% | ·
CCCCNS(=O)(=O)c1ccc2nc(SCC(=O)c3ccc(C#N)cc3)[nH]c2c1 | 5.5% | 11%
Cc1cc(C(C)(C)C)ccc1OCCN(C)C | -5.9% | -12%
COc1cc(C=C2C(=O)NC(=O)NC2=O)ccc1OC(=O)c1cc(F)c(F)cc1Cl | 4.4% | 8%
CCCOc1ccc(C(=O)Nc2cc(Cl)cc(Cl)c2)cc1 | -1.4% | -4%
O=C1NC(NS(=O)(=O)c2ccccc2)(C(F)(F)F)C(=O)N1Cc1cccnc1 (configuration not stated) | 2.1% | -11%
c1csc(C(c2nnnn2C2CCCCC2)N2CCN(c3nc4ccccc4s3)CC2)c1 (configuration not stated) | 4.7% | ·
Cc1cc([N+](=O)[O-])ccc1NC(=O)/C=C/c1ccc2c(c1)OCO2 | -0.7% | 2%
COCC(=O)Nc1nnc(COc2ccc(Cl)cc2)s1 | 1.1% | ·
O=C(NC1CCCCC1)N1CCN(Cc2nc3ccccc3c(=O)[nH]2)CC1 | -3.8% | -12%
CCOc1ccc(N2C(=O)CC(SCCN)C2=O)cc1 (configuration not stated) | 1.5% | 3%
O=C(NC1CCCC1)C(c1ccccc1)N(Cc1ccco1)C(=O)Cc1cccs1 (configuration not stated) | -1.6% | ·
CC1=C(C(=O)OC2CCCC2)C(c2ccc(I)cc2)C2=C(CC(C)(C)CC2=O)N1 (configuration not stated) | 6.3% | 3%
CCOc1ccccc1NS(=O)(=O)Cc1ccccc1 | 5.0% | 0%
COc1cc(C(C)=O)ccc1OCC(=O)c1cc(C)n(C2CC2)c1C | 6.5% | -7%
c1ccc(Oc2cccc(OCCCCSc3ncccn3)c2)cc1 | 2.0% | ·
c1ccc(-n2c(-c3ccncc3)nnc2-c2ccco2)cc1 | 12% | -2%
COc1ccc(/C(O)=C2/C(=O)C(=O)N(CCN3CCOCC3)C2c2cccnc2)cc1OC (configuration not stated) | 4.2% | -8%
Cc1nnc(SCc2ccc(C(=O)O)cc2)s1 | -4.1%&-2.8% | -1%
Cc1ccc(-n2nnnc2SCc2nnc(-c3ccccc3Br)o2)cc1 | 0.6% | 5%
CCC(=O)N1CCc2cc(S(=O)(=O)NC(C(=O)NC(C)c3ccccc3)C(C)C)ccc21 (configuration not stated) | -4.8% | -1%
Cn1ccnc1Sc1nc2c(c(=O)n(C)c(=O)n2C)n1C | -2.7% | -2%
COc1cc(C(c2sc3nc(C)nn3c2O)N2CC(C)CC(C)C2)cc(OC)c1OC (configuration not stated) | 0.2% | -7%
COc1ccc(C2CC(=O)C3=C(C2)Nc2ccccc2NC3c2cccc(F)c2)cc1OC (configuration not stated) | -0.7% | 4%
Cn1c(SC2C(=O)CC(C)(C)CC2=O)nnc1-c1ccco1 | 0.6% | -9%

In a second layout: entries from further up.
structure	Hsp70 displacement	MKP-3 inhibition
Cn1ccnc1Sc1nc2c(c(=O)n(C)c(=O)n2C)n1C	-2.7%	-2%
COc1cc(C(c2sc3nc(C)nn3c2O)N2CC(C)CC(C)C2)cc(OC)c1OC (configuration not stated)	0.2%	-7%
COc1ccc(C2CC(=O)C3=C(C2)Nc2ccccc2NC3c2cccc(F)c2)cc1OC (configuration not stated)	-0.7%	4%

Five consecutive records already listed, quoted:
SMILES | Hsp70 displacement | MKP-3 inhibition
CCC(=O)N1CCc2cc(S(=O)(=O)NC(C(=O)NC(C)c3ccccc3)C(C)C)ccc21 (configuration not stated) | -4.8% | -1%
Cn1ccnc1Sc1nc2c(c(=O)n(C)c(=O)n2C)n1C | -2.7% | -2%
COc1cc(C(c2sc3nc(C)nn3c2O)N2CC(C)CC(C)C2)cc(OC)c1OC (configuration not stated) | 0.2% | -7%
COc1ccc(C2CC(=O)C3=C(C2)Nc2ccccc2NC3c2cccc(F)c2)cc1OC (configuration not stated) | -0.7% | 4%
Cn1c(SC2C(=O)CC(C)(C)CC2=O)nnc1-c1ccco1 | 0.6% | -9%
